Screening data: PubChem, several laboratories
PME-1 primary: blocks human protein phosphatase methylesterase 1 | recombinant PME-1, FP-Rh probe fluorescence polarization | inhibition, % at 5.9 µM | actives 0.53% (n = 320,000) | AID 2130;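 active = inhibition above the campaign mean of all compounds plus 3 SD, cut at about 26% in these data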;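 note: competitive labeling of PME-1 active site by serine hydrolase directed probe; 0% = PME-1 with DMSO and 100% = wells lacking PME-1 enzyme; inhibitors block probe labeling so polarization falls and inhibition rises; many of its hits are not listed in these tables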
Target sequence (Q9Y570 whole entry, looked up): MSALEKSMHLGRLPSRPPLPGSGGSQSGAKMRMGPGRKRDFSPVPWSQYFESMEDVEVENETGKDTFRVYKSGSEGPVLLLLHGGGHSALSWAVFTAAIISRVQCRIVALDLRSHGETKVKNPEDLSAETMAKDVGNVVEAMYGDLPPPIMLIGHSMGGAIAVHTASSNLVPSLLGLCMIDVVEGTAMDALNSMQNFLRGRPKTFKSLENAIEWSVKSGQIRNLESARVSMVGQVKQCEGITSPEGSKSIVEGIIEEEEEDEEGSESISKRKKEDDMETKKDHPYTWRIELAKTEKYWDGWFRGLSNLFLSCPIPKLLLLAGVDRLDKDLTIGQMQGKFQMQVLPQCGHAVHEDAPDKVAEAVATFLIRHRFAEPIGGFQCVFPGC
Bcl-xL primary: inhibitors of human Bcl-xL; Q07817; GST-Bcl-xL / FITC-Bim BH3 peptide fluorescence polarization; inhibition, % at 10.9 µM; actives 0.7% (n = 320,000);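 active = inhibition above the mean of all tested compounds plus 3 SD, cutoff set per campaign, cut at about 30% in these data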;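 note: 0% = DMSO wells and 100% = unlabeled Bim-BH3 peptide competitor; inhibitors lower millipolarization by displacing the labeled peptide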
Efflux pump mplx: blocks antifungal efflux pumps in multiplex yeast assay. S. cerevisiae Candida pump triplex, Nile Red efflux. inhibition, % at 10 µM. actives 0.44% (n = 330,000);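 active = plate passing quality check with inhibition over a set limit, or well fluorescence over plate mean plus 4 SD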;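 note: Nile Red retained in pooled yeast measured as flow cytometry median fluorescence; 0% = buffer negative control and 100% = Enniatin B positive control; higher means more Nile Red kept so more efflux inhibition; some compounds called inactive have numbers as strong as hits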
MEX-5 binding: C. elegans MEX-5 TCR-2 RNA binding activity; MEX-5/FITC-TCR2 RNA binding, fluorescence polarization; stronger effect = lower value; actives 0.38% (n = 300,000); activity score (negative = inhibition of binding), % at 10 µM; Q9XUB2;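 active = inhibition past about -25% in most replicates, and total fluorescence under double the plate's negative control median, limit read from the data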;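 note: 0% = DMSO and -100% = 5 µM competing unlabeled TCR2 RNA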
Fam108B counter: Fam108B inhibition, counter-screen for RBBP9 inhibitors; recombinant Fam108B, FP-Rh probe fluorescence polarization; inhibition, % at 9.51 µM; actives 0.33% (n = 300,000); AID 1947;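 active = inhibition above the screen mean inhibition plus 3 SD, computed separately per campaign, cut at about 18% in these data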;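 note: inhibitors lower polarization as less probe binds the enzyme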
GLD-1 RNA inh: GLD-1-TGE RNA interaction inhibition (C. elegans); inhibition, % at 5.96 µM; Q17339; actives 0.44% (n = 320,000); purified GLD-1 + fluorescein TGE RNA, fluorescence polarization;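 active = percent inhibition above a per-plate cutoff, the plate mean of test compounds plus 3 SD, cut at about 30% in these data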;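 note: 0% = DMSO wells with GLD-1 and probe and 100% = wells lacking GLD-1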
VLA-4 inh: inhibition in a human VLA-4 binding assay | P13612 | VLA-4 expressing cells, ligand binding flow cytometry | inhibition, % (about 7 µM as worked out from the volumes in the protocol) | actives 0.2% (n = 330,000) | AID 2557; in the data active = inhibition above about 50%
MCL1-BIM inh: inhibitors of human MCL1 binding to BIM-BH3 peptide | inhibition, % at 10.9 µM | Q07820 | GST-MCL1 / FITC-Bim-BH3 fluorescence polarization | AID 2057 | actives 0.68% (n = 320,000);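 active = inhibition above the mean inhibition of all tested compounds plus 3 SD, set per campaign, cut at about 40% in these data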;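 note: 0% = DMSO wells and 100% = unlabeled Bim-BH3 peptide control; higher means more loss of mP so more displacement of Bim peptide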
GRK2 inh: human GRK2 inhibition via aptamer displacement | inhibition of aptamer binding, % at 10 µM | AID 488847 | P25098 | actives 0.59% (n = 330,000) | bead flow cytometry, FAM-aptamer displacement from GRK2;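 active = inhibition of aptamer binding above 40%, roughly 3 SD of noise, on plates passing a quality check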;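 note: median bead fluorescence of bound FAM aptamer so fluorescent compounds give negative values; no value below 0 was filed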
Target sequence (P25098 whole entry, looked up): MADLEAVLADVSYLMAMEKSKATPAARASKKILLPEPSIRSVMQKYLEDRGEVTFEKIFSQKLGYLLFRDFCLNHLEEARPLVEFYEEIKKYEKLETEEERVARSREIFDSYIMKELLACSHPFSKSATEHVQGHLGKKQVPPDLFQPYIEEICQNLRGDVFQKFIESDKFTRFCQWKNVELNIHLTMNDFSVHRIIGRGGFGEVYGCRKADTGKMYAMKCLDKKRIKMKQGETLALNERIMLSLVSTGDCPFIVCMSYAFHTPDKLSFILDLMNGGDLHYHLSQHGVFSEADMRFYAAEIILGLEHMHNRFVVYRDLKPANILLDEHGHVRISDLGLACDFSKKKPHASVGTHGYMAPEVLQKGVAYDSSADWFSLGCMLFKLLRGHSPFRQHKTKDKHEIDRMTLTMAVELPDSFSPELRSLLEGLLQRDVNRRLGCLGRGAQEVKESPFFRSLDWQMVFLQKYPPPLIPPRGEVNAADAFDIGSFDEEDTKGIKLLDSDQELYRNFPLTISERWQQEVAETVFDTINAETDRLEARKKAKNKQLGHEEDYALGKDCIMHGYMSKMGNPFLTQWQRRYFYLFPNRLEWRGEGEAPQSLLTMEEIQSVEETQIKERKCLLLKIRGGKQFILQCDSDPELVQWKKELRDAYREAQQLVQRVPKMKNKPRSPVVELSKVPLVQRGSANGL
Active calls of the source: *.

Results for C=C(C)CN(CC)C(=O)CSc1ccc(S(=O)(=O)N2CCN(Cc3ccccc3)CC2)cn1 ?
PME-1 primary: 2.9; Bcl-xL primary: 0.7; Efflux pump mplx: -0.4; GLD-1 RNA inh: 2.7; VLA-4 inh: -13.2; MCL1-BIM inh: 1.3; GRK2 inh: 0.0

What do the screens show for `COc1ccc(C(=O)n2nc(-c3ccc(OC)cc3)nc2N)cc1`?
PME-1 primary: -4.6; Bcl-xL primary: 1.4; Efflux pump mplx: 1.3; MEX-5 binding: 0.1; Fam108B counter: -3.9; GLD-1 RNA inh: -1.7; VLA-4 inh: -6.6; MCL1-BIM inh: 8.9

Results for Cc1ccccc1CSCc1nc(N)nc(Nc2ccccc2C)n1 ?
PME-1 primary: -2.6; Bcl-xL primary: 1.5; Efflux pump mplx: -0.1; MEX-5 binding: -0.4; Fam108B counter: -0.5; GLD-1 RNA inh: 9.0; VLA-4 inh: 7.2; MCL1-BIM inh: 6.2; GRK2 inh: 0.0

How did CC(NC(=O)c1ccco1)C(=O)OCC(=O)c1ccc(Cl)s1 (stereo not drawn) do in these assays?
PME-1 primary: 0.5; Bcl-xL primary: 6.0; Efflux pump mplx: 0.3; MEX-5 binding: 2.2; Fam108B counter: 3.3; GLD-1 RNA inh: 0.3; VLA-4 inh: -10.1; MCL1-BIM inh: 4.6; GRK2 inh: 2.0

Results for Cc1nn(-c2cc(C(F)(F)F)ccc2Cl)c2nc(C(F)(F)F)[nH]c(=O)c12 ?
PME-1 primary: -4.5; Bcl-xL primary: 2.5; Efflux pump mplx: 0.0; MEX-5 binding: 0.6; Fam108B counter: 0.5; GLD-1 RNA inh: -2.2; VLA-4 inh: -5.1; MCL1-BIM inh: 9.0; GRK2 inh: 5.0

How did CC(C)(C)c1ccc(C(=O)NCc2cccnc2)cc1 do in these assays?
PME-1 primary: -1.5; Bcl-xL primary: 0.3; Efflux pump mplx: 0.1; MEX-5 binding: 1.4; Fam108B counter: -3.4; GLD-1 RNA inh: -1.6; VLA-4 inh: 5.7; MCL1-BIM inh: -1.1; GRK2 inh: 1.0

How did CCOc1cc(/C=C2/C(=N)N3C(=NC2=O)SN=C3S(C)(=O)=O)ccc1OS(=O)(=O)c1ccccc1 do in these assays?
PME-1 primary: 1.8; Bcl-xL primary: 2.2; Efflux pump mplx: -0.1; MEX-5 binding: -13.5; Fam108B counter: -0.6; GLD-1 RNA inh: -6.6; VLA-4 inh: 17.5; MCL1-BIM inh: -7.0; GRK2 inh: 0.0

Results for COc1cccc(/C=C/C(=O)c2c(O)cc(C)oc2=O)c1O ?
PME-1 primary: -1.0; Bcl-xL primary: -30.2; Efflux pump mplx: 0.0; MEX-5 binding: -0.3; Fam108B counter: -6.9; GLD-1 RNA inh: -11.5; VLA-4 inh: -3.5; MCL1-BIM inh: -44.9; GRK2 inh: 0.0

How did CCCc1nnc(NC(=O)CCC(=O)N2CCN(Cc3ccccc3)CC2)s1 do in these assays?
PME-1 primary: -1.6; Bcl-xL primary: 5.2; Efflux pump mplx: 0.1; MEX-5 binding: -0.8; Fam108B counter: 1.0; GLD-1 RNA inh: 5.6; VLA-4 inh: 9.1; MCL1-BIM inh: 9.0; GRK2 inh: 0.0

Results for Cc1sc2nc(SCc3nc4ccccc4[nH]3)n(Cc3ccco3)c(=O)c2c1C ?
PME-1 primary: -23.7; Bcl-xL primary: -1.6; Efflux pump mplx: 0.0; MEX-5 binding: -0.1; Fam108B counter: -15.7; GLD-1 RNA inh: -13.0; VLA-4 inh: -108.3; MCL1-BIM inh: -6.7; GRK2 inh: 2.0

How did O=C(CCCCCn1c(=S)[nH]c2ccc(N3CCOCC3)cc2c1=O)NCc1ccccc1 do in these assays?
PME-1 primary: 1.5; Bcl-xL primary: 2.5; Efflux pump mplx: -0.2; MEX-5 binding: -2.6; Fam108B counter: -2.5; GLD-1 RNA inh: 3.6; VLA-4 inh: 15.5; MCL1-BIM inh: 7.1; GRK2 inh: 1.0

How did COc1ccc(OCC(=O)Nc2ccc(N3CCN(C(=O)c4ccccc4)CC3)c(Cl)c2)cc1 do in these assays?
PME-1 primary: -7.5; Bcl-xL primary: 7.7; Efflux pump mplx: 2.5; MEX-5 binding: 0.7; Fam108B counter: 3.7; GLD-1 RNA inh: -3.4; VLA-4 inh: 0.9; MCL1-BIM inh: -2.3; GRK2 inh: 0.0

Results for NS(=O)(=O)c1ccc2nc(NC(=O)C3CCCO3)sc2c1 (stereo not drawn) ?
PME-1 primary: 6.0; Bcl-xL primary: 2.0; Efflux pump mplx: 3.0; MEX-5 binding: -1.3; Fam108B counter: 0.0; GLD-1 RNA inh: 0.9; VLA-4 inh: 10.3; MCL1-BIM inh: 3.9; GRK2 inh: 0.0

How did COC(=O)C1=NN(C(=O)c2cccc(Br)c2)C(O)(c2ccc(Cl)cc2)C1 (stereo not drawn) do in these assays?
PME-1 primary: 8.8; Bcl-xL primary: -14.0; Efflux pump mplx: 0.1; MEX-5 binding: -3.5; Fam108B counter: 2.3; GLD-1 RNA inh: -1.1; VLA-4 inh: -61.8; MCL1-BIM inh: -54.1; GRK2 inh: 1.0

What do the screens show for `COc1ccc(CNC(=O)CCC(=O)Nc2nnc(CC(C)C)s2)cc1`?
PME-1 primary: -1.2; Bcl-xL primary: 0.2; Efflux pump mplx: 0.0; MEX-5 binding: 1.1; Fam108B counter: 0.0; GLD-1 RNA inh: 2.9; VLA-4 inh: 7.6; MCL1-BIM inh: 2.7; GRK2 inh: 1.0

Results for COc1ccccc1-c1nnc(SCC(=O)NCc2ccco2)n1N ?
PME-1 primary: 4.4; Bcl-xL primary: 5.3; Efflux pump mplx: -0.2; MEX-5 binding: 3.6; Fam108B counter: 2.7; GLD-1 RNA inh: 0.2; VLA-4 inh: 2.7; MCL1-BIM inh: 1.2; GRK2 inh: 1.0

Results for COc1ccc(C(=O)NCC(c2ccc3c(c2)OCO3)N2CCN(c3ccc(OC)cc3)CC2)cc1 (stereo not drawn) ?
PME-1 primary: -7.5; Bcl-xL primary: 3.4; Efflux pump mplx: 0.3; MEX-5 binding: 0.9; Fam108B counter: -1.4; GLD-1 RNA inh: 5.5; VLA-4 inh: -6.6; MCL1-BIM inh: 5.9; GRK2 inh: 2.0

How did O=C(c1ccc(CS(=O)(=O)Cc2ccccc2)cc1)N1CCCCC1 do in these assays?
PME-1 primary: 1.2; Bcl-xL primary: 4.8; Efflux pump mplx: 0.0; MEX-5 binding: 1.3; Fam108B counter: -0.1; GLD-1 RNA inh: -3.7; VLA-4 inh: 4.4; MCL1-BIM inh: 0.6; GRK2 inh: 4.0

What do the screens show for `Cc1sc2ncn(CC(=O)NCc3ccccn3)c(=O)c2c1S(=O)(=O)N1CCOCC1`?
PME-1 primary: -9.9; Bcl-xL primary: 4.4; Efflux pump mplx: -0.1; MEX-5 binding: -4.9; Fam108B counter: 1.4; GLD-1 RNA inh: 6.2; VLA-4 inh: 6.6; MCL1-BIM inh: -2.6; GRK2 inh: 0.0

Results for COc1cc(/C=C/c2ccc3c([N+](=O)[O-])cccc3n2)ccc1OCC(=O)O ?
PME-1 primary: 5.7; Bcl-xL primary: 9.5; Efflux pump mplx: -0.1; Fam108B counter: -0.8; GLD-1 RNA inh: 2.2; VLA-4 inh: -0.2; MCL1-BIM inh: 9.9; GRK2 inh: 9.0

What do the screens show for `CCOc1ccccc1NC1=C(Cl)C(=O)N(c2ccccc2)C1=O`?
PME-1 primary: 0.9; Bcl-xL primary: -0.9; Efflux pump mplx: -0.1; MEX-5 binding: 0.2; Fam108B counter: 0.6; GLD-1 RNA inh: -4.1; VLA-4 inh: 11.8; MCL1-BIM inh: -10.7; GRK2 inh: 0.0

How did O=C(NCCCN1CCOCC1)c1ccc2c(c1)N(Cc1cccc(F)c1)C(=O)c1ccccc1S2 do in these assays?
PME-1 primary: 2.2; Bcl-xL primary: 2.8; Efflux pump mplx: 0.6; MEX-5 binding: -0.4; Fam108B counter: -7.4; GLD-1 RNA inh: -3.5; VLA-4 inh: -1.1; MCL1-BIM inh: 8.9; GRK2 inh: 0.0

What do the screens show for `C#CCOCCOCCOCCNc1nc(N2CCN(C(=O)[C@H](C)n3cc(CCCN=C(N)N)nn3)CC2)nc(N2CCN(C(=O)[C@H](Cc3ccc(O)cc3)n3cc(CCO)nn3)CC2)n1`?
PME-1 primary: 3.9; Bcl-xL primary: 1.2; MEX-5 binding: -0.7; Fam108B counter: -1.1; GLD-1 RNA inh: 14.7; MCL1-BIM inh: -0.2

How did Cc1cc(Cl)ccc1OCC(=O)NCCOc1nc(N2CCOCC2)nc(N2CCOCC2)n1 do in these assays?
PME-1 primary: 6.6; Bcl-xL primary: 4.3; Efflux pump mplx: 0.1; MEX-5 binding: 2.7; Fam108B counter: 8.7; GLD-1 RNA inh: -4.2; VLA-4 inh: 3.1; MCL1-BIM inh: -1.6; GRK2 inh: 0.0

What do the screens show for `CC(C)OC(=O)/C(C#N)=C/c1cn(Cc2ccccc2)c2ccccc12`?
PME-1 primary: -2.4; Bcl-xL primary: -1.5; Efflux pump mplx: 0.0; MEX-5 binding: 2.0; Fam108B counter: -2.2; GLD-1 RNA inh: 0.2; VLA-4 inh: 18.1; MCL1-BIM inh: -4.2; GRK2 inh: 1.0

How did O=C(Oc1ccccc1C(=S)N1CCOCC1)c1cccc([N+](=O)[O-])c1 do in these assays?
PME-1 primary: -0.3; Bcl-xL primary: 3.4; Efflux pump mplx: 0.1; MEX-5 binding: 0.8; Fam108B counter: 3.0; GLD-1 RNA inh: 1.3; VLA-4 inh: -0.1; MCL1-BIM inh: 4.3; GRK2 inh: 1.0

How did CC(C)NS(=O)(=O)c1ccc(OCC(N)=O)c(Cl)c1 do in these assays?
PME-1 primary: -5.8; Bcl-xL primary: 0.5; Efflux pump mplx: -0.1; MEX-5 binding: 0.4; Fam108B counter: -1.7; GLD-1 RNA inh: 1.0; VLA-4 inh: 11.6; MCL1-BIM inh: -2.7; GRK2 inh: 2.0

Results for Cc1cc(NCCNC2=CC(=O)CCC2)nc2ccccc12 ?
PME-1 primary: 6.9; Bcl-xL primary: 2.1; Efflux pump mplx: 0.1; MEX-5 binding: 1.7; Fam108B counter: -4.0; GLD-1 RNA inh: 0.5; VLA-4 inh: -6.6; MCL1-BIM inh: 4.1; GRK2 inh: 2.0

How did Cc1ccc(C)c(OCc2cc(C(=O)NC(C)c3cnn(C)c3)no2)c1 (stereo not drawn) do in these assays?
PME-1 primary: -0.6; Bcl-xL primary: 8.2; Efflux pump mplx: 0.0; MEX-5 binding: 4.6; Fam108B counter: 1.4; GLD-1 RNA inh: 5.1; VLA-4 inh: -3.2; MCL1-BIM inh: -0.4; GRK2 inh: 2.0

How did Cc1ccc(OCc2nc(C#N)c(NCc3ccc4c(c3)OCO4)o2)cc1 do in these assays?
PME-1 primary: -1.5; Bcl-xL primary: 6.2; Efflux pump mplx: 0.1; MEX-5 binding: -0.1; Fam108B counter: -6.5; GLD-1 RNA inh: 9.5; VLA-4 inh: 0.1; MCL1-BIM inh: 1.2; GRK2 inh: 0.0

The list is partial, so the mix of outcomes need not match the whole.
